# Screening results (PubChem)
# SSB-PriA inh: inhibitors of Klebsiella pneumoniae PriA binding to SSB C-terminal tail, primary screen, biochemical, AlphaScreen; PriA–SSB C-terminal tail interaction (Klebsiella pneumoniae); AlphaScreen SSBct-PriA binding, biotinylated peptide; inhibition, % at 33 µM; 0.6% of 430,000 active; AID 1272365, 2023; in the data active = inhibition mostly above about 37%, no sharp cut-off; inactive = mostly below about 20%;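 note: plate controls were negative control peptide for no effect and reference peptide for full effect; strong numbers were not always called active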
# SARS 3CLpro inh: SARS-CoV 3CLpro protease inhibitors, primary screen, biochemical, quenched FRET | inhibition, % at 6 µM | recombinant SARS-CoV 3CLpro, quenched FRET peptide cleavage | AID 1706, 2009 | Replicase polyprotein 1ab (Severe acute respiratory syndrome coronavirus), P0C6X7 | 0.14% of 290,000 active; in the data active = inhibition above about 12%
# CCHF vOTU inh: CCHFV vOTU protease inhibitors, primary screen, biochemical, Pep-AMC substrate, fluorescence. Crimean-Congo hemorrhagic fever virus L polyprotein viral ovarian tumor (vOTU) protease …. inhibition, % at 11.5 µM. 0.55% of 370,000 active. AID 651958, 2012; in the data active = inhibition above about 30%; note: 0% = vehicle wells with enzyme and 100% = no enzyme wells
# Rv3671c protease: Rv3671c serine protease inhibitors, primary screen, biochemical, fluorescence polarization, M. tuberculosis H37Rv. inhibition, % at 5.96 µM. 0.048% of 320,000 active. AID 2606, 2010; in the data active = inhibition above about 38%;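 note: extracellular domain of Rv3671c used as enzyme; 0% = enzyme with DMSO and 100% = no enzyme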
# Target sequence (P9WHR9 whole entry, looked up, the tested form may be a part): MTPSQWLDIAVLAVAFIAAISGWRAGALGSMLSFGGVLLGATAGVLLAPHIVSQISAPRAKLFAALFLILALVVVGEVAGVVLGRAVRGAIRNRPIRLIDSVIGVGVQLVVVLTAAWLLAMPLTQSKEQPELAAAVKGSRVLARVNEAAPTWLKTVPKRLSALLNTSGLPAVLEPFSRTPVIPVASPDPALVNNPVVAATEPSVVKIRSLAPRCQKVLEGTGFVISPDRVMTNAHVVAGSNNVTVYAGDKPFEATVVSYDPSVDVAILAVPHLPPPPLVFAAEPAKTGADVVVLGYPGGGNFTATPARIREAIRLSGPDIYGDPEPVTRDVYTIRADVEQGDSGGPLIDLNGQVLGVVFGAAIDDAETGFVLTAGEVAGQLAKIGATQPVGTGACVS
# MazF activator: activators of E. coli MazEF toxin-antitoxin RNase, primary screen, biochemical, fluorescence, uHTS. Endoribonuclease toxin MazF (Escherichia coli (strain K12)), P0AE70. FAM/BHQ RNA-DNA oligo cleavage fluorescence, 5 h. activation, % at 20 µM. 0.32% of 350,000 active. AID 504720, 2011; in the data active = activation above about 50%
# Target sequence (P0AE70 whole entry, looked up): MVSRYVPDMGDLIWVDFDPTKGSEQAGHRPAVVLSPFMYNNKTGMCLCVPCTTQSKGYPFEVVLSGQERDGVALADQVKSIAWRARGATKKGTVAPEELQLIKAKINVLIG
# Anthrax LF prot: Bacillus anthracis LF protease inhibitors, primary screen, biochemical, multiplex microsphere, MLPCN library; AID 588501, 2011; Lethal factor (Bacillus anthracis), P15917; multiplex microsphere protease cleavage assay; 0.12% of 360,000 active; inhibition, % at 10 µM; note: plate controls were buffer without enzyme for full effect and enzyme alone for no effect
# VHR inh abs: VHR1 phosphatase inhibitors, primary screen, biochemical, absorbance, uHTS | inhibition, % at 13.3 µM | 0.52% of 290,000 active | Dual specificity protein phosphatase 3 (Homo sapiens), P51452 | recombinant VHR phosphatase, pNPP absorbance; in the data active = inhibition above about 50%; note: some compounds called inactive have numbers as strong as hits
# Target sequence (P51452 whole entry, looked up): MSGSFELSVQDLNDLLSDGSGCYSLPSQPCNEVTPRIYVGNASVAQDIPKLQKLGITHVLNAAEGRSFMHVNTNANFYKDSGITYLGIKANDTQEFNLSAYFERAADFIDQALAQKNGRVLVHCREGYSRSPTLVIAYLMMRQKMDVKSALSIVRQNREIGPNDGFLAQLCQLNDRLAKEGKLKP
# BoNT-F LC inh: BoNT/F light chain protease inhibitors, primary screen, biochemical, flow cytometry, MLPCN library; Botulinum neurotoxin type F light chain protease (Clostridium botulinum); Multiplex microsphere protease cleavage assay; inhibition, % at 10 µM; 0.22% of 360,000 active; AID 588497, 2011; in the data active = inhibition above about 35%, passing the limit was not always enough; inconclusive = no clear call, values can overlap the other calls; note: plate controls were buffer without enzyme for full effect and enzyme alone for no effect
# PrPC TRFRET: inhibitors of human cell surface prion protein PrPC, primary screen, cell-based, TR-FRET. Major prion protein (Homo sapiens), P04156. 0.43% of 370,000 active. inhibition, % at 13.8 µM. TR-FRET read-out; in the data active = inhibition above about 24%; note: 0% = median of the test wells and 100% = reference compound wells
# BoNT A protease: BoNT/A light chain protease inhibitors, primary screen, biochemical, flow cytometry, MLPCN library; 0.17% of 360,000 active; inhibition, % at 10 µM; Botulinum neurotoxin type A light chain protease (Clostridium botulinum A str. ATCC 3502); multiplex microsphere protease substrate cleavage; note: plate controls were buffer without enzyme for full effect and enzyme alone for no effect
# Numbers without * were called inactive; ? = inconclusive; nt = no result given. Cut-off read from the data, not from the text of the source, unless noted: active = inhibition above about 30%; inconclusive = no clear call, values can overlap the other calls; inactive = below that. Some of the compounds tested (hit frequency here may not be typical).
SMILES,SSB-PriA inh,SARS 3CLpro inh,CCHF vOTU inh,Rv3671c protease,MazF activator,Anthrax LF prot,VHR inh abs,BoNT-F LC inh,PrPC TRFRET,BoNT A protease
CCOC(=O)c1ccc(NC(=O)CSc2nnc(NC(=O)c3ccc(S(=O)(=O)N4CCOCC4)cc3)s2)cc1,-20,-1,3,-10,-1,-1,-3,-6,5,0.9
Fc1ccc(Oc2cnns2)cc1,-6,0,-11,-3,-1,1,12,8,4,0.1
COc1ccc(N(CC(=O)Nc2cc(C)on2)S(=O)(=O)c2ccc(Cl)cc2)cc1,-4,-3,18,-3,31,2,-1,-8,5,0.3
CC1(Cc2cccc(C(F)(F)F)c2)C(=O)Nc2c(Cl)ccc(Cl)c21 (centres undefined),nt,nt,19,nt,nt,-7,nt,-9,15,-0.3
COc1ccccc1CN1C(=O)C(=O)N(Cc2cccc(C)c2)C1=O,1,-3,-5,-2,1,-2,-14,0,0,-0.6
CN(Cc1cccc(Cl)c1Cl)C(=O)c1ccccc1SCC(=O)N1CCCC1,6,nt,6,nt,2,-1,nt,-2,-3,1.2
CC(C)c1ccc2[nH]c(O)c(N=NC(=O)c3cccc(S(=O)(=O)Nc4cccc(Cl)c4)c3)c2c1,3,4,-6,-1,8,2,23,7,12,-0.3
CC(CN1CCN(CC(C)C(=O)c2ccccc2)CC1)C(=O)c1ccccc1 (centres undefined),-5,nt,-3,nt,0,-4,nt,-4,0,-0.5
Clc1ccccc1CSc1nnc(Cn2cnc3ccccc32)n1-c1ccccc1,-3,-2,7,8,-1,-6,-8,11,-2,0.9
CCOC(=O)C1(O)CC(C)=NN1C(=O)c1cccc(Br)c1 (centres undefined),1,3,-3,1,-7,-6,4,-4,-12,-1.0
COc1cc(/C=N/NC(=O)c2ccncc2)ccc1OC(=O)c1cccc(F)c1,nt,2,2,-21,-1,-4,22,-4,2,0.1
CC(C)(C)n1ncc2c(=O)n(CC(=O)NCc3ccccc3Cl)cnc21,-5,0,17,1,3,-7,10,-7,6,-0.5
Cc1cc(=O)oc2cc(OCC(=O)NC3CCCCC3)c(Cl)cc12,-4,nt,-2,2,0,6,nt,-2,-6,1.0
Nc1nc(CN2CCN(Cc3ccccc3)CC2)nc(N2CCCc3ccccc32)n1,5,-2,-2,5,4,-2,54*,-2,0,-0.4
O=C(Nc1ncccn1)c1ccc([N+](=O)[O-])cc1[N+](=O)[O-],-13,nt,17,2,-7,14,nt,?,-63,1.0
CN(C)S(=O)(=O)c1ccc(C(=O)Nc2cccc(S(=O)(=O)NC3=NCCC3)c2)cc1,0,1,3,-4,3,-3,4,-2,9,0.4
CCOC(=O)CSc1nc2nc(Cl)c(Cl)nc2[nH]1,nt,nt,-253,nt,10,-1,nt,-7,-3,-0.7
COc1ccc(-c2c(C#Cc3ccsc3)c3cc(-c4ccc5[nH]ccc5c4)ccc3n2C)cc1,-26,nt,2,1,-7,-6,nt,-1,9,0.6
COc1ccc(N2CCN(C(=O)COc3ccc(S(=O)(=O)N4CCOCC4)cc3C)CC2)cc1,8,3,0,-3,1,1,4,-8,9,-0.7
O=C(COC(=O)c1cc(Br)ccc1O)Nc1cc(S(=O)(=O)N2CCCC2)ccc1Cl,-6,2,6,nt,-15,0,2,3,0,1.0
COCCNC(=O)C1(C)CCCN(C(=O)c2cc(C)on2)C1 (centres undefined),nt,nt,-11,nt,nt,1,nt,4,2,-0.3
Cc1c(C(=O)Nc2ccc(-c3nnc4n3CCCCC4)cc2)oc2ccc(Br)cc12,-2,-2,-7,-6,11,-6,14,-41,40*,4.0
O=C1NC[C@H](Cc2ccc(O)cc2)N(C[C@H]2CCCN2C[C@H](Cc2ccccc2)N2C[C@H](Cc3ccccc3)N(CCc3ccccc3)C(=O)C2=O)C1=O,nt,nt,14,nt,nt,-6,nt,-3,5,0.6
O=C(CCCC(=O)OCC(Cl)=C(Cl)Cl)Nc1ccccc1F,-16,-2,11,4,8,-3,10,3,-5,-1.0
CCOc1ccc(C(=O)Nc2cccc3nsnc23)cc1[N+](=O)[O-],-14,4,5,-3,-3,-2,56*,-1,-1,-0.2

SMILES,SSB-PriA inh,SARS 3CLpro inh,CCHF vOTU inh,Rv3671c protease,MazF activator,Anthrax LF prot,VHR inh abs,BoNT-F LC inh,PrPC TRFRET,BoNT A protease
COC(=O)CN1C(=O)Nc2ccc(C)cc2C1c1ccccc1 (centres undefined),2,-2,0,6,12,-7,15,0,7,0.2
O=C(CN1c2ccccc2Sc2ccccc21)NNC(=O)Nc1ccc(Cl)c(Cl)c1,5,1,-9,3,-5,-6,-4,?,-3,-6.8
CCOC(=O)c1sc2c(c1C)c(=O)n(CCO)c(=O)n2Cc1ccccc1,18,4,11,0,13,3,21,4,8,2.6
COCCNC(=O)C1=NOC(Cn2cc(C#N)c(=O)n(C)c2=O)C1 (centres undefined),-4,-2,-9,8,5,1,15,-4,4,0.6
NC(=O)c1ccc(NC(=O)COC(=O)CCN2C(=O)c3ccccc3C2=O)cc1,-18,nt,-8,1,-4,4,nt,4,2,4.5
Cc1nc(-c2ccc([N+](=O)[O-])cc2)nc2[nH]ccc(=O)c12,4,0,-1,nt,2,-8,2,12,1,2.1
CC(C)(C)c1ccc(O)c(CN2CCN(c3ccccc3)CC2)c1,-11,-2,12,4,-3,3,33,-13,1,-1.1
CC1Cc2ccccc2N1S(=O)(=O)c1c(N)n(C)c(=O)n(C)c1=O (centres undefined),-19,1,-3,-11,-1,-1,14,3,3,-0.7
CCN(C(=O)COC(=O)c1cccc(C)c1[N+](=O)[O-])c1c(N)n(Cc2ccccc2)c(=O)[nH]c1=O,2,nt,-1,nt,-5,5,nt,-1,-3,0.9
CCCc1nc(SCC(=O)O)c2sc(=S)n(-c3ccccc3)c2n1,4,5,9,-5,1,-1,-10,?,-1,-2.2
Cc1ccc2c(=O)cc(C(=O)NCCc3ccc(S(N)(=O)=O)cc3)oc2c1C,-2,-3,-11,2,6,12,26,17,-12,-0.2
CCN(CC)S(=O)(=O)c1ccc2oc(Nc3ccccc3)nc2c1,-14,8,11,-5,2,-4,26,-4,-7,0.1
O=C(N/N=C/c1cccs1)c1cccc(NC(=O)c2ccc(Cl)cc2)c1,nt,-1,46*,-3,nt,nt,0,nt,-7,nt
COc1ccc(/C=N/N=C2/NC(=O)C(CC(=O)O)S2)cc1OS(=O)(=O)c1ccccc1 (centres undefined),nt,-2,22,-1,5,3,-3,-3,1,-0.1
CCOC(=O)N1CCN(C(=O)CCS(=O)(=O)c2ccc(Br)s2)CC1,10,-1,3,4,6,2,11,10,7,?
Cc1ccc(C(=O)NCCCNc2ccc(C(F)(F)F)cc2[N+](=O)[O-])cc1,-27,6,10,-1,4,-1,12,4,-6,-0.4
CCCOP(=O)(OCCC)c1nc(-c2ccccc2)oc1NCc1ccccc1,-14,3,10,5,-5,-2,8,-1,28*,-1.5
O=C(c1cc(COc2ccc(F)cc2Cl)on1)N1CCCC(c2ccccc2)C1 (centres undefined),-11,-1,6,-2,-3,-2,-1,0,-5,0.2
CC(C)CN(C(=O)c1ccc(S(=O)(=O)N2CCCC2)cc1)C1CCS(=O)(=O)C1 (centres undefined),-17,nt,10,1,10,-6,nt,1,-2,-7.5
Cc1cc(Oc2ccccc2)nc(SCC(=O)Nc2ccccc2)n1,-17,-2,4,9,-8,3,22,2,6,1.3
CSC(=NC#N)N1CCN(c2ccc([N+](=O)[O-])cc2)CC1,-10,-1,6,2,-6,-2,7,-2,-27,0.7
CN1c2ccccc2C(O)=C(C(=S)Nc2ccc(F)c(Cl)c2)S1(=O)=O,8,6,17,-2,9,-7,5,10,9,-0.1
O=S(=O)(Nc1cc(Cl)ccn1)c1ccc(Cl)cc1,-2,0,-4,1,3,-2,16,-6,7,-4.1
CC(=O)c1ccc(NC(=O)C2CCN(S(=O)(=O)c3ccc4c(c3)N(C(C)=O)CCO4)CC2)cc1,-5,-5,11,-3,2,3,15,0,-7,-0.3
O=C(NOCc1ccccc1)c1ccc(Cl)cc1,-16,nt,-8,-8,1,-1,nt,-1,2,-3.6

SMILES,SSB-PriA inh,SARS 3CLpro inh,CCHF vOTU inh,Rv3671c protease,MazF activator,Anthrax LF prot,VHR inh abs,BoNT-F LC inh,PrPC TRFRET,BoNT A protease
OC(CN1C2=NCCN2c2ccccc21)c1ccccc1 (centres undefined),-1,5,0,-9,11,-3,21,6,-7,-0.3
O=C(Nc1ccc(N2CCCCC2)cc1)c1ccc(F)cc1F,-7,3,6,-3,-9,0,-1,-11,-5,-1.4
CCOc1ccc2ccccc2c1/C=N/NC(=O)CNC(=O)C(c1ccccc1)c1ccccc1,nt,-1,23,-61,-7,-2,52*,-5,-3,0.2
CC(NCC(=O)Nc1cc(S(=O)(=O)N2CCOCC2)ccc1Cl)c1ccc(Cl)cc1Cl (centres undefined),-1,nt,10,-2,2,0,nt,-3,11,-1.1
C(#CC1CCCC1)c1ccc2c(c1)COc1c3ccccc3nn1-2,-2,nt,-4,-9,2,-2,22,1,4,-0.2
CCc1ccc(NC(=S)N2CCCC(C(F)(F)F)C2)cc1 (centres undefined),-7,3,1,3,-30,-8,-3,-5,-2,-0.5
O=C(C[C@H]1C(=O)N(CCc2ccccc2)C[C@@H]1Cc1ccccc1)Nc1ccccc1,-9,5,10,-8,0,3,9,6,1,-0.5
O=C1NC[C@H](Cc2ccccc2)N(C[C@@H]2CCCN2C[C@H](Cc2ccc(O)cc2)N2C[C@H](Cc3ccc(O)cc3)N(CC3CCCCC3)C(=O)C2=O)C1=O,nt,nt,8,nt,nt,2,nt,6,-3,-0.7
c1ccc(C(Cc2nc(-c3ccncc3)no2)c2ccccc2)cc1,-34,2,-6,5,1,2,13,-4,17,1.1
O=C(CN1CC(=O)Oc2ccccc21)NCc1ccco1,12,4,21,2,-2,0,8,-24,-3,0.6
Cc1ccc(C)c(NC(=O)c2cc(-c3cc(C)ccc3O)n[nH]2)c1,-11,6,13,-10,-9,3,2,-26,-3,-1.1
CCOc1cc(/C=C\[N+](=O)[O-])ccc1OCC(=O)N1CCOCC1,-2,1,2,-1,-6,-2,-1,2,2,-0.3
C/C(CC(=O)Nc1ccc(C)c(Cl)c1)=N\NC(=O)Cc1ccccc1,nt,2,-4,-25,-3,1,5,0,-3,0.0
COc1ccc(C(=O)OCC(=O)NCCN2C(=O)CSC2=O)cc1[N+](=O)[O-],5,nt,17,-3,8,1,nt,4,-18,0.1
Ic1ccc(N2CCN(Cc3c[nH]c4ncccc34)CC2)cc1,10,nt,-3,2,-31,0,nt,-10,-7,-1.0
Cc1nnc(OCC(=O)NCCC2=CCCCC2)c2ccccc12,2,7,2,-3,-4,4,-18,-5,0,0.7
Cc1[nH]c2ccccc2c1C(=O)CSc1nc2ccccc2[nH]1,-2,1,1,-38,-9,1,30,-3,13,0.8
